Compound activity as filed in PubChem.
ERK EGF block: inhibitors of EGF-stimulated ERK signaling pathway; HEK293-V1b, EGF-stimulated phospho-ERK AlphaScreen; Potency, µM (doses to about 11.5 µM), for inactives: top-dose activity change, negative = inhibition, actives largely listed as inhibitors; 130,000 tested, 0.41% active; active = well fitted inhibition curve with a large enough effect; inconclusive = small, poorly fitted or top-dose-only effect, or effect the other way;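 also: plate controls were stimulated vehicle wells for no effect and unstimulated vehicle basal for full effect; nearly all actives have a fitted effect of over 55% in size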
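After overnight plating in 1% FBS, HEK293-V1b cells received test compound for half an hour, then a 5 min pulse of EGF (25 nM); ERK phosphorylation in lysates was read by bead-based AlphaScreen.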
An asterisk follows results filed as active; ? = inconclusive; & = joins results of further samples; [ ] = remark or other dose. Potency is read from the fitted curve at half-maximal effect. Not all compounds are listed. The share of hits here may be higher or lower than overall.

ERK EGF block	molecule
5%	CC(C)C[C@@H]1NC(=O)[C@H](CO)NC(=O)c2cc([N+](=O)[O-])cc(I)c2OCC[C@@H](C(N)=O)NC1=O
0%	CC(C)[C@H](Nc1ccc(S(=O)(=O)N2CCOCC2)cc1[N+](=O)[O-])C(=O)OCC(N)=O
-8%[57.5 µM]	CC(C)c1ccc2[nH]c3c(c2c1)CCCC3=O
?	CC(=O)c1ccc(N2CCN(C(=O)CCCn3c(=O)[nH]c4ccc(Br)cc4c3=O)CC2)cc1
32%	O=C(Nc1ccc(NC(=O)c2ccccn2)cc1)C(=O)Nc1ccc2c(c1)OCCO2
-3%[57.5 µM]	O=C1C2(CCCC13COC(c1ccc(O)cc1)OC3)COC(c1ccc(O)cc1)OC2 (centres undefined)
4%	CCc1ccc(NC(=O)COC(=O)C2(c3ccc(Cl)cc3)CCCC2)cc1
-7%[57.5 µM]	Cc1ccc2nc(-c3ccc4c(c3)OCCO4)cn2c1
5%	Cc1ccnc(NC(=O)c2sc3ccccc3c2Cl)c1
12%[57.5 µM]	Cc1cccc(C)c1NS(=O)(=O)c1ccc(NC(=O)c2ccc(Cl)c([N+](=O)[O-])c2)cc1
5%	CN(C)S(=O)(=O)c1ccc(C(=O)Nc2ccccc2[N+](=O)[O-])cc1
4%	c1ccc(C2OC3c4cccc5cccc(c45)C3N2c2ccccc2)cc1 (centres undefined)
10%	Cn1nnc(NC(=S)NC(=O)c2ccco2)n1
5%	COCCNC(=O)/C(C#N)=C/c1ccc(C)o1
-8%	O=C(NNC(=O)c1cccs1)c1ccccc1
-8%	CC(C)(C)NC(=O)NC(=O)CSc1ncccn1
-7%	Cc1ccc(/C=N/NC(=O)Cn2cnc3c2c(=O)n(C)c(=O)n3C)s1
6%	COC(=O)c1ccc(NC(=S)NCCc2ccccc2C)cc1
-5%	CCOC(=O)c1c(NC(=O)CSc2nnc(-c3c[nH]c4ccccc34)n2CC)sc2c1CCCC2
?	N#C/C(=N\Nc1ccc([N+](=O)[O-])cc1)C(N)=S
-3%[57.5 µM]	COc1cc(/C=N/NC(=S)NC2CC3C=CC2C3)cc(OC)c1OC (centres undefined)
-8%[57.5 µM]	NC(=S)Nc1ccc(F)c(F)c1F
-12%[57.5 µM]	O=C(Nc1ccccc1)C1=C[C@H](c2ccc3c(c2)OCO3)C[C@H](OCc2ccc(CO)cc2)O1
26%	Cc1cc(NC(=O)C2CC(c3c(F)cccc3Cl)=NO2)n(-c2ccccc2)n1 (centres undefined)
0%	CC1=C(C(=O)N2CCOCC2)C(c2ccc(O)cc2)NC(=S)N1 (centres undefined)
-1%	COc1ccc(/C=C(\NC(=O)c2cccs2)C(=O)N2CCOCC2)cc1OC
-15%	O=S(=O)(c1ccc2ccccc2c1)N1CCN(Cc2ccccn2)CC1
-1%	N=C(N)c1ccc(Cl)cc1
2%	Cc1cc(-c2ccccc2)n[nH]1
8%[57.5 µM]	CC(=O)c1ccc(NC(=O)C2CCN(S(=O)(=O)c3cccs3)CC2)cc1

Ordered by heavy-atom count (high to low): part of the list above.
ERK EGF block	molecule
-12%[57.5 µM]	O=C(Nc1ccccc1)C1=C[C@H](c2ccc3c(c2)OCO3)C[C@H](OCc2ccc(CO)cc2)O1
-15%	O=S(=O)(c1ccc2ccccc2c1)N1CCN(Cc2ccccn2)CC1
-3%[57.5 µM]	COc1cc(/C=N/NC(=S)NC2CC3C=CC2C3)cc(OC)c1OC (centres undefined)
-8%	CC(C)(C)NC(=O)NC(=O)CSc1ncccn1
?	N#C/C(=N\Nc1ccc([N+](=O)[O-])cc1)C(N)=S
2%	Cc1cc(-c2ccccc2)n[nH]1

New compounds follow:
ERK EGF block	molecule
-3%	CCOC(=O)c1c(C)nc2c(c1C)c(=O)oc1ccccc12
-2%	CCOc1ccc2c(c1)C(N(CCN1CCOCC1)C(=O)Nc1ccc(OC)cc1OC)CC(C)(C)O2 (centres undefined)
-2%	COC(=O)c1ccc(/C=C/c2ccc3cccc(OC(C)=O)c3n2)cc1
-13%	CCOC(=O)Cc1c(Sc2ccccc2)c2ccccc2n1C
-6%[57.5 µM]	Cn1c(CBr)c(C(=O)c2ccc([N+](=O)[O-])cc2)c(=O)n(C)c1=O
1%	CC1(C)COC(c2coc3ccccc3c2=O)OC1
-4%	CC1CCCC(C)N1C(=O)COc1ccc(C(=O)N/N=C/c2ccc(C(=O)O)cc2)cc1 (centres undefined)
-3%	Nc1c(C(=O)Nc2ccc(S(=O)(=O)N3CCCC3)cc2)sc2nc3cc4c(cc3cc12)CCC4
-4%	COc1ccc(-c2ccc(SCC(=O)NCC3CCCO3)nn2)cc1OC (centres undefined)
8%	COc1ccc(C)cc1S(=O)(=O)N1CCOCC1
-10%	O=[N+]([O-])c1ccc(/C=N/Nc2nc(N3CCCCC3)nc(N3CCCCC3)n2)cc1
-20%	CCOc1cccc(/C=N/NC(=S)NCCN2CCOCC2)c1O
4%[57.5 µM]	CCOc1ccc(N2C(=O)/C(=C/c3ccccn3)SC2=S)cc1
7%	CC(=O)c1ccc2c(c1)C1C=CCC1C(C(=O)O)N2 (centres undefined)
0%[57.5 µM]	CCCCN(CCCC)CCCNC(=O)C1CC(c2ccc(C(F)(F)F)cc2)=NO1 (centres undefined)

Random excerpt: 5 records from the list.
ERK EGF block	molecule
-2%	COC(=O)c1ccc(/C=C/c2ccc3cccc(OC(C)=O)c3n2)cc1
-4%	COc1ccc(-c2ccc(SCC(=O)NCC3CCCO3)nn2)cc1OC (centres undefined)
8%	COc1ccc(C)cc1S(=O)(=O)N1CCOCC1
-6%[57.5 µM]	Cn1c(CBr)c(C(=O)c2ccc([N+](=O)[O-])cc2)c(=O)n(C)c1=O
-3%	CCOC(=O)c1c(C)nc2c(c1C)c(=O)oc1ccccc12

(cont.)
ERK EGF block	molecule
-6%	CC1(C)CC(=O)c2cc(N=C/C(C(=O)c3ccccc3)=C(\O)c3ccccc3)c(=O)oc2C1
-8%	CCSc1ccccc1C(=O)Nc1nc2ccccc2c(=O)[nH]1
5%	O=P(Cc1ccccc1)(c1ccccc1)c1ccccc1
4%[57.5 µM]	CCCCN1CNC(=S)N(CCc2ccc(OCC)c(OCC)c2)C1
-6%	CSc1ccccc1C(=O)C1CCCN(S(=O)(=O)N(C)C)C1 (centres undefined)
-3%	O=C(O)c1ccc(NC(=S)Nc2ccccc2)cc1
5%	C=CCNC(=O)/C(C#N)=C/c1ccc(SC)cc1
-5%	O=C(N/N=C/c1ccc(Br)o1)c1cc([N+](=O)[O-])cc([N+](=O)[O-])c1
-9%	O=C(O)c1ccccc1-c1nc2ccccc2c(=O)n1O
0%	Cc1ccc(C)c(CS(=O)(=O)c2cn(CC(=O)N3CCC(C)CC3)c3ccccc23)c1
9%	COC(=O)c1cc2c(cc1N)OCCO2
-8%	O=C(NC(=S)Nc1nc(-c2cccc([N+](=O)[O-])c2)cs1)c1cc(Cl)ccc1Cl
-6%	C=CCc1cc(/C=C2/NC(=O)N(CC(=O)OC)C2=O)cc(OC)c1O
-3%	CN1C(=O)C(CC(=O)Nc2ccc(F)cc2)N(Cc2ccco2)C1=S (centres undefined)
-2%[57.5 µM]	COC(=O)C(CSCc1ccccc1)NC(=O)CSc1nc(C)cc(=O)[nH]1 (centres undefined)
0%&6%	COC(=O)[C@H]1C[C@@H]1[C@H](NS(=O)(=O)c1ccc2ccccc2c1)c1ccccc1
0%[57.5 µM]	Nc1cc([N+](=O)[O-])ccc1Nc1ccc(O)cc1
-11%	Cc1ccc(S(=O)(=O)N(C)C)cc1NC(=S)N1CCc2ccccc21
-12%[57.5 µM]	CCOc1ccc(N(CC(=O)Nc2ccccc2C)S(=O)(=O)c2c(C)[nH]c(=O)[nH]c2=O)cc1
4%	CSc1cccc(CNC(=O)CC2C(=O)NCCN2CC(C)(C)C)c1 (centres undefined)
-2%	CCC(C)C(=O)OC1CC(O)C=C2C=CC(C)C(CCC(O)CC(O)CC(=O)O)C21 (centres undefined)
-2%	Nc1ccccc1-c1nc2ccccc2s1
2%	O=C(Cc1c(Sc2ccccc2)c2ccccc2n1Cc1ccccc1)NCCO
-5%	Cn1ncc([N+](=O)[O-])c1C(=O)N/N=C/c1cccc([N+](=O)[O-])c1
-2%	Nc1ncnc(N2CCc3ccccc32)c1[N+](=O)[O-]
-7%	CCOc1ccc(C(=O)/C=C/c2ccc(OC)c(OC)c2)cc1
10%[57.5 µM]	CS(=O)(=O)c1ccc2nc(NC(=O)c3ccc(NS(=O)(=O)c4cccc([N+](=O)[O-])c4)cc3)sc2c1
-41%	CC(C)CC(COCc1ccc(Cl)cc1)N1CCN(C(=O)c2ccc(Cl)cc2Cl)CCC1=O (centres undefined)
1%	Cc1ccccc1NCc1ccc(O)c2ncccc12
3%[57.5 µM]	O=C(NCc1csc(-c2cccs2)n1)C1CC1
-5%[57.5 µM]	O=C(Nc1ccc(F)cc1)OCCOc1ccc([N+](=O)[O-])cc1
-2%	Cc1ccc(N(CC(=O)N/N=C/c2ccc(OCC(N)=O)cc2)S(C)(=O)=O)cc1Cl
-1%	Cc1ccccc1NS(=O)(=O)c1ccc2c(c1)n(C)c(=O)n2C
-7%	COCCN(C(=S)Nc1cc(C)cc(C)c1)C(C)c1cccs1 (centres undefined)
-4%	CC1(C)CC(CC(=O)Nc2ccccc2[N+](=O)[O-])C(=O)O1 (centres undefined)
3%	Cc1ccccc1-c1noc(-c2cccs2)n1
?	COc1cccc(/C=N/n2cnc3c(cnn3-c3ccccc3)c2=O)c1
-2%	CC(=O)NC(NC(=S)Nc1c(C)n(C)n(-c2ccccc2)c1=O)C(Cl)(Cl)Cl (centres undefined)
-17%	COc1cc(C2C(S(=O)(=O)c3ccccc3)CON2C)ccc1OCc1ccc(F)cc1 (centres undefined)
-5%[57.5 µM]	CN(C)CCOc1ccc(C(C)(C)c2ccccc2)cc1
-18%[57.5 µM]	C/C(=N\NC(=O)c1cc(C)nc2ccccc12)c1cccs1
-11%	COc1cccc(NC(=O)COC(=O)Cc2ccc(Br)cc2)c1
-5%	CC(CCc1ccccc1)NC(=O)Cc1cccs1 (centres undefined)
1%	COc1ccc(CNCCC(c2ccc(F)cc2)c2ccc(OC)cc2)cc1 (centres undefined)
-8%[57.5 µM]	O=S(=O)(Nc1cccc(CCc2ccccn2)c1)c1cc(Cl)ccc1Cl
-2%	Cc1[nH]c2ccccc2c1/C=C(\C#N)C(=O)NCC1CCCO1 (centres undefined)
-10%[57.5 µM]	NC(=O)c1ccc(N2CCC(C(N)=O)CC2)c([N+](=O)[O-])c1
0%	CCOC(=O)c1c(N)sc(-c2ccccc2)c1C
-12%	COCCn1nnnc1C(c1ccccn1)N1CCN(c2cccc(C)c2C)CC1 (centres undefined)
0%	COc1ccc(CN2CCCC(CNC(=O)c3ccc(F)cc3)C2)c(F)c1 (centres undefined)
-2%	CCSc1nnc(NC(=O)/C=C/c2ccco2)s1
0%	O=C(O)C1CC=CCC1C(=O)NC1CCCCC1 (centres undefined)
7%	OCCC1CN(Cc2cccc(-n3cccn3)c2)CCN1Cc1ccccc1 (centres undefined)
-12%	O=C(Nc1ccc(F)cc1F)C1CCN(C(=O)c2ccc(Br)cc2)CC1
-3%	O=C(CSC1=NC2(CCCCCC2)N=C1c1ccccc1)Nc1ccc2c(c1)OCCO2
-2%	O=C(c1ccc(NC(=S)NCc2ccc(Cl)cc2)cc1)N1CCCCC1
-1%	COc1ccc(NS(=O)(=O)c2ccc3oc(SCc4ccc(F)cc4)nc3c2)cc1
-5%	O=C(NCCCN1CCOCC1)c1ccc(N2CCCC2)c([N+](=O)[O-])c1
-6%	COc1ccc(C(=O)n2cc(C(=O)c3cc(C)ccc3O)cn2)cc1
5%	CC(C)CC(CO)N1CCN(C(=O)c2cccc(C(F)(F)F)c2)CCC1=O (centres undefined)

Remaining list, next part:
ERK EGF block	molecule
1%	COc1ccc(NC(=S)N(CCN(C)C)Cc2cccs2)cc1
-24%	Cc1ccc(/C=C/C(=O)OCC(=O)N2CC(=O)Nc3ccccc32)o1
12%[57.5 µM]	Cc1cc(=O)[nH]c2nnnn12
4%	CN(CC(=O)NC1CC(C)(C)NC(C)(C)C1)S(=O)(=O)c1cc(Cl)ccc1Cl
9%	O=C(Nc1ccccc1)c1ccc(Nc2c([N+](=O)[O-])cc([N+](=O)[O-])c3ccccc23)cc1
-3%	CC(C)(C)c1cc(=O)n2[nH]c(N)nc2n1
-8%	C=CCN=C1CC(C)(C)C(C(=O)OC)C(O)=C1C(=O)CCC (centres undefined)
-4%	CCn1c(CNC(=O)c2ccc(OC)c(OC)c2)nnc1SCC(=O)Nc1ccc(OC)cc1
2%	COc1ccc(-c2csc3nc(C)nc(N4CCCCC4)c23)cc1OC
-10%	CN(C)CCCCOc1ccc(F)cc1
-4%[57.5 µM]	Cc1ccc2nc(Nc3nc(C)cc(-c4ccccc4)n3)[nH]c(=O)c2c1
3%	C/C(=N\NS(=O)(=O)c1ccccc1)c1cc(Cl)cc(Cl)c1O
0%	COc1cccc(NC(=O)C2C3CCC4C(CCC32)C4(Cl)Cl)c1 (centres undefined)
-9%[57.5 µM]	N#CC12COC3(CCCCC3C1(C#N)C#N)OC2=N (centres undefined)
?	Cc1cnc(N)c2c(=O)oc3ccccc3c12

Some of the entries so far, field by field:
Cc1ccc2nc(Nc3nc(C)cc(-c4ccccc4)n3)[nH]c(=O)c2c1
  ERK EGF block = -4%[57.5 µM]

C/C(=N\NS(=O)(=O)c1ccccc1)c1cc(Cl)cc(Cl)c1O
  ERK EGF block = 3%

COc1cccc(NC(=O)C2C3CCC4C(CCC32)C4(Cl)Cl)c1 (centres undefined)
  ERK EGF block = 0%

N#CC12COC3(CCCCC3C1(C#N)C#N)OC2=N (centres undefined)
  ERK EGF block = -9%[57.5 µM]

Going on with the list.
ERK EGF block	molecule
-3%	CC(/C=C/c1ccccc1)=N\Nc1nc(C)cc(C)n1
1%	CC(=O)CSc1nnc2cc(C)c3ccccc3n12
-8%	O=C(O)c1cccc(NC(=S)NC(=O)c2ccc(-c3ccccc3)cc2)c1
?	COc1ccc(N2CCN(C(=O)CCCCn3c(=O)[nH]c4ccsc4c3=O)CC2)cc1
-12%	Cc1ccc(Nc2nc(N)c(C#N)c(CC#N)c2C#N)cc1
